RGS8-Gao reg = regulators of human RGS8-Galphao interaction; response (percent of control binding), % at 10 µM; multiplexed bead flow cytometry, RGS8-Galphao binding; actives lie on both sides; P09471; hit rate 0.34% among 220,000; in the data active means response below about 60% or above about 140%; inactive means in between;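 further: Galphao activated as the GDP aluminium fluoride complex binding bead-coupled RGS8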
Target sequence (P09471 whole entry, looked up): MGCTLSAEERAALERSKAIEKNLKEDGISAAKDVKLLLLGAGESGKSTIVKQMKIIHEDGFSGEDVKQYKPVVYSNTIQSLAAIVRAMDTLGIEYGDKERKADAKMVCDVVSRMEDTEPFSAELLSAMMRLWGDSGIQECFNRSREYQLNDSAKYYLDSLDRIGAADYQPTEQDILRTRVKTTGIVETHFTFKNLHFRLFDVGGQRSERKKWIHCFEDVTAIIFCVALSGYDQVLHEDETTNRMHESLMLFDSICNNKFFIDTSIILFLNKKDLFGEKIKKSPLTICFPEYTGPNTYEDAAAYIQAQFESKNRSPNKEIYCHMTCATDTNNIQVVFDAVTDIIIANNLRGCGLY
RGS7-Gao = human RGS7-Galphao interaction regulation; binding response (% of control), % at 10 µM; hit rate 0.35% among 220,000; P09471; AID 1439; Multiplexed bead flow cytometry, RGS7-Galphao binding; actives lie on both sides; in the data active means binding response below about 49% or above about 150%; inconclusive means no clear call, values can overlap the other calls; inactive means in between;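 further: fluorescent Galphao held in activated GDP-AlF4 state binding bead-coupled RGS7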
RGS4-Gao reg = human RGS4-Galphao interaction regulation. P09471. Multiplexed bead flow cytometry, RGS4-Galphao binding; actives lie on both sides. binding response (% of control), % at 10 µM. AID 1415. hit rate 0.33% among 220,000; in the data active means binding response below about 49% or above about 150%; inactive means in between;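 further: fluorescent Galphao activated with aluminum fluoride binding bead-coupled RGS4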
Numbers without * were called inactive; ? = inconclusive; . = not tested or not shown. Not all compounds are listed; rates above refer to the full screens.

SMILES	RGS8-Gao reg	RGS7-Gao	RGS4-Gao reg
O=C(c1ccccc1)c1nccn1-c1ccc(Cl)nn1	103	?	83
NC(=O)c1cc(-c2ccccc2)nc2ccc(Br)cc12	103	?	111
COc1cccc(C(=O)NNC2=C(C(=O)C(F)(F)F)CCC2)c1	103	?	104
COc1ccc(Oc2nc(-c3cccnc3)nc3ccccc23)cc1	94	.	94
O=C1c2ccccc2C(=O)c2c(Nc3ccc(CCO)cc3)ccc(O)c21	104	?	95
CC(C)CC(=O)N/N=C/c1c(N)n(C)c(=O)n(C)c1=O	106	?	119
COCCn1c(-c2ccc(Br)cc2)nc2oc3cc(OC)ccc3c(=O)c2c1=O	100	?	101
CCN(CC)CCCN=C(N)N	104	?	91
S=c1[nH]nc(C2(c3ccccc3)CCCC2)o1	101	?	104
CC(C)(C)S(=O)(=O)c1cnc(-c2ccccn2)nc1N	99	?	103
COC(=O)/C=C(\Oc1ccccc1)C1(O)CCCCC1	104	?	108
CCN(CC)CC(=O)Nn1c(C)nc2c(ncn2-c2ccccc2)c1=O	98	?	99
CC(=O)N/C(N)=N/c1nc2cc([N+](=O)[O-])ccc2o1	76	?	97
O=C1/C(=C/c2ccco2)SC(=S)N1CC1CCCO1 (stereo not drawn)	90	?	88
CCN1C(=O)C(CC(=O)Nc2ccc(OC)cc2)N(CCc2ccccc2F)C1=S (stereo not drawn)	97	?	97
O=C(/C=C/c1ccc(Cl)cc1)N(Cc1cccs1)C1CCS(=O)(=O)C1 (stereo not drawn)	88	?	64
CC1CCCN(c2ncnc3c2cnn3-c2ccc(Cl)cc2)C1 (stereo not drawn)	97	?	89
CC(C)Cn1nc(NC(=O)c2cccs2)c2cc3ccccc3nc21	103	?	100
Brc1cnc2nc(SCc3nc4ccccc4[nH]3)[nH]c2c1	103	?	105
CC(C)Cc1nc2c(nnn2Cc2ccccc2F)c(=O)[nH]1	102	?	98
O=C(CSc1nc(O)cc(=O)[nH]1)N1c2ccccc2CCc2ccccc21	103	?	99
C=CCNC(=S)NCCO	100	?	97
CCN(CC)c1ccc(/C=N/NC(=O)c2ccoc2C)c(O)c1	96	?	93
Nc1c(C(=O)N/N=C/c2ccc(F)cc2)oc2nc(-c3ccccc3)cc(-c3ccco3)c12	95	?	77
N#CC1C=Cc2ccccc2N1C(=O)c1ccccc1 (stereo not drawn)	100	?	100
COCCOn1c(SCCOC)nc2ccccc2c1=O	101	?	102
OCc1ncccc1O	105	?	106
CC(C(=O)O)n1c(-c2ccn[nH]2)n[nH]c1=S (stereo not drawn)	98	?	95
S=C(c1ccc(-c2ccc(Br)cc2)o1)N1CCOCC1	99	?	99
Clc1nc2c(ccc3ccccc32)[nH]1	100	?	103
COC(=O)c1cccc(C23CC4(C2)[C@H](CN(Cc2ccc(C(F)(F)F)cc2)[C@@H]4c2ccccc2)C3c2ccc(Cl)nc2)c1 (stereo partly drawn)	102	?	102
CN(C)c1ccc(-c2cccc(C3CC=CC4C3C(=O)N(Cc3ccccc3)C4c3ccc(C(F)(F)F)cc3)c2)cc1 (stereo not drawn)	103	?	101
Cc1nnc(NC(=O)CCN2C(=O)/C(=C\c3ccccc3)SC2=S)s1	101	?	104
O=C(c1cc2ccccc2oc1=O)N(Cc1ccc(F)cc1)C1CCS(=O)(=O)C1 (stereo not drawn)	113	?	120
COc1ccc2[nH]c(=O)c(CN(Cc3cccs3)C(=S)NCC3CCCO3)cc2c1 (stereo not drawn)	101	?	101
O=C(NCc1ccco1)C1CC(c2cc(C(F)(F)F)cc(C(F)(F)F)c2)=NO1 (stereo not drawn)	93	?	90
N/C(=N\N=C\c1ccc([N+](=O)[O-])cc1)c1nonc1N	103	?	97
COCCNc1nc(-c2cc(-c3ccccc3)on2)cc(C(C)C)n1	101	?	100
CN(/N=C/c1ccc(O)cc1O)c1ncc(C(F)(F)F)cc1Cl	101	?	103
CC1Cc2nc(SCC(=O)Nc3ccc4c(c3)OCO4)n(-c3ccc(F)cc3)c(=O)c2S1 (stereo not drawn)	84	?	73
O=C(NNS(=O)(=O)c1ccccc1F)c1cc(-c2ccccc2)n[nH]1	100	?	101
CCc1n[nH]c(=S)n1/N=C/c1cc(Br)c(O)c(OC)c1	91	?	88
COc1ccc(C(=O)O)cc1S(=O)(=O)N(CCc1ccccc1)Cc1ccccc1	98	?	95
C[n+]1nc(Nc2cccc3ccccc23)sc1-c1ccc(C(=O)O)cc1	102	?	108
N#Cc1sc(C(N)=O)c(-c2ccccc2)c1-c1ccccc1	103	?	102
Cn1c(N)c(C(=O)COC(=O)C2CC(O)CN2S(=O)(=O)c2ccc(Cl)cc2)c(=O)n(C)c1=O (stereo not drawn)	92	?	87
c1ccc(COC(CN2CCCCCC2)CN2CCCCCC2)cc1	100	?	99
COc1ccc(C2/C=C\CN(C(=O)c3ccc(C)cc3)[C@H](Cc3ccccc3)C(=O)N2Cc2ccc(F)cc2)cc1 (stereo partly drawn)	100	?	99
NC(=O)c1ccc(/C(N)=N/S(=O)(=O)c2cc(C(F)(F)F)cc(C(F)(F)F)c2)cc1	101	?	100
CC(=O)c1csc(Nc2ccccc2Cl)n1	98	?	98

Remaining list, next part:
SMILES	RGS8-Gao reg	RGS7-Gao	RGS4-Gao reg
COC(=O)c1cc(OC)c(OC)cc1NC(=O)c1cc(C(C)(C)C)oc1C	102	?	97
COc1ccc2[nH]c3c(=O)n(Cc4ccncc4)cnc3c2c1	105	?	103
O=C(c1ccccc1-c1nc(-c2ccccc2Cl)no1)N1CCOCC1	104	?	108
Cc1c(C)c(C)c2[nH]c(=S)[nH]c2c1C	101	?	103
CCCc1ccc(C(=O)NNc2cc(Cl)ccc2Cl)cc1	102	?	102
Nc1c(NCc2ccccc2)c(=O)c1=O	101	?	100
CC(=O)Nc1ccc(S(=O)(=O)N2c3ccccc3NC(=O)CC2C)c(Cl)c1 (stereo not drawn)	103	?	102
COc1ccc(S(=O)(=O)Nc2ccccc2C(=O)N2CCCC2)cc1OC	101	?	98
CC1=NN(S(=O)(=O)c2ccc(C)cc2)C(=O)c2ccccc2O1	96	?	93
C/C(=N\NC(=O)c1cccc([N+](=O)[O-])c1)c1ccco1	99	?	100
COCCCn1c(=O)/c(=C\c2ccc(OC(F)F)c(OC)c2)s/c1=C(/C#N)C(N)=O	88	?	86
COc1cccc(NC(=O)Nc2ccc(Br)cn2)c1	105	?	109
CC(C(=O)N1CCN(Cc2ccccc2)CC1)c1ccc([N+](=O)[O-])cc1 (stereo not drawn)	104	?	105
CCc1ccc(Nc2c([N+](=O)[O-])c(=O)oc3ccccc23)cc1	103	?	107
O=S(=O)(Nc1ccccc1)c1ccc(-c2csnn2)cc1	102	?	101
COCCOC(=O)C1=C(C)Nc2ncnn2C1c1ccco1 (stereo not drawn)	106	?	110
CC(C)c1cccc(C(C)C)c1NC(=S)Nc1cccc(Cl)c1	100	?	100
CC(C)NC(=O)N1CCCN(c2nc3ccc(Cl)cc3s2)CC1	91	?	84
CCCCCC(=O)N1CC2(CC(c3cccc(NC(=O)CC)c3)=NO2)C[C@H]1C(N)=O (stereo partly drawn)	100	?	100
CC(C)CCC(CCN1CCCC1)c1ccc2c(c1)OCO2 (stereo not drawn)	107	?	104

Among those listed so far, 6 have two or more sulfur atoms.
SMILES	RGS8-Gao reg	RGS7-Gao	RGS4-Gao reg
O=C1/C(=C/c2ccco2)SC(=S)N1CC1CCCO1 (stereo not drawn)	90	?	88
O=C(/C=C/c1ccc(Cl)cc1)N(Cc1cccs1)C1CCS(=O)(=O)C1 (stereo not drawn)	88	?	64
Cc1nnc(NC(=O)CCN2C(=O)/C(=C\c3ccccc3)SC2=S)s1	101	?	104
COc1ccc2[nH]c(=O)c(CN(Cc3cccs3)C(=S)NCC3CCCO3)cc2c1 (stereo not drawn)	101	?	101
CC1Cc2nc(SCC(=O)Nc3ccc4c(c3)OCO4)n(-c3ccc(F)cc3)c(=O)c2S1 (stereo not drawn)	84	?	73
O=S(=O)(Nc1ccccc1)c1ccc(-c2csnn2)cc1	102	?	101

Remaining list, next part
SMILES	RGS8-Gao reg	RGS7-Gao	RGS4-Gao reg
COC(=O)c1c(NC(=O)C(Cl)Cl)sc2c1C(C(=O)OC)CC2 (stereo not drawn)	100	?	99
CCOC(=O)COc1nc(-c2ccco2)cc(-c2ccco2)c1C#N	106	?	107
O=C1[C@@H]2CSCN2C(=O)CN1Cc1ccc(F)cc1	99	?	99
COC(=O)C1=C(C)NC(C)=C(C(=O)OC)C1c1ccco1	102	?	104
COc1cc(O)c(C(CC(=O)N2CCN(c3ccccc3)CC2)c2ccc3c(c2)OCO3)c(OC)c1 (stereo not drawn)	92	?	84
COc1ccc(C2CC(O)(c3ccccc3)Oc3cc(OC)ccc32)cc1 (stereo not drawn)	101	?	101
C=CCNC(=S)Nc1ccc(N(C)C)cc1	100	?	99
Cn1cc(CN2CCC(C(O)c3cccs3)CC2)c(-c2ccccc2F)n1 (stereo not drawn)	88	?	88
Oc1ccccc1/C=N/N1CCN(c2ccccn2)CC1	96	?	95
CC1SCC(NC(=O)c2ccccc2Cl)CS1 (stereo not drawn)	103	?	106
COC(=O)CNC(=O)C(Cc1c[nH]c2ccccc12)NC(=O)Oc1ccccc1 (stereo not drawn)	103	?	103
CC(C)OP(=O)(OC(C)C)C(O)c1ccc(N(C)C)cc1 (stereo not drawn)	101	?	100
[O-]/C(=C(\C(=S)Nc1ccccc1F)[n+]1ccccc1)c1ccc(OC(F)F)cc1	99	?	104
COC(=O)CSc1nc2sc3c(c2c(=O)[nH]1)CCC3	103	?	105
Cc1nnc(SCC(=O)c2ccccc2F)n1Cc1ccccc1	100	?	93
COC(=O)c1cccc(NC(=S)Nc2ccc(Cl)c(Cl)c2)c1	91	?	91
COc1ccc(/C=N/NC(=O)c2cccnc2)cc1COc1ccc([N+](=O)[O-])cc1	103	?	101
Cc1ccc2oc(/N=C(\N)NC(=O)C3CC3)nc2c1	100	?	99
Cc1ccsc1/C=N/Nc1ccc(Cl)nn1	104	?	108
COc1cc(/C=N/NC(=S)NC2CC3C=CC2C3)cc(OC)c1OC (stereo not drawn)	104	?	103

3 compounds from above, sorted by length of the SMILES, largest number first.
SMILES	RGS8-Gao reg	RGS7-Gao	RGS4-Gao reg
COC(=O)CNC(=O)C(Cc1c[nH]c2ccccc12)NC(=O)Oc1ccccc1 (stereo not drawn)	103	?	103
COC(=O)CSc1nc2sc3c(c2c(=O)[nH]1)CCC3	103	?	105
Cc1nnc(SCC(=O)c2ccccc2F)n1Cc1ccccc1	100	?	93

(more compounds)
SMILES	RGS8-Gao reg	RGS7-Gao	RGS4-Gao reg
CCOC(=O)c1c(/N=C/c2cccc([N+](=O)[O-])c2O)sc2c1CCC2	97	?	94
COc1ccc(S(=O)(=O)N2CCCC(C(=O)NCc3ccc4c(c3)OCO4)C2)cc1 (stereo not drawn)	103	?	99
CC(C)N1CCN(Cc2ccc(Sc3nncn3C)o2)CC1CCO (stereo not drawn)	104	?	105
CC(=O)O[C@@H]1[C@H]2[C@@H](C[C@@H](C)[C@@H]3CCC(=O)[C@@]13C)OC(=O)[C@@H]2C	101	?	98
O=C(O)c1ccc(-c2nc3scc(-c4ccccc4)c3c(=O)[nH]2)cc1	101	?	105
CCCCCCNC(=O)N[C@H](C(=O)NCCC[C@H]1CN2C(=NC[C@H]2C)N1CCC(c1ccccc1)c1ccccc1)C(C)O (stereo partly drawn)	70	?	95
O=C1CCN(Cc2ccccc2)C(=O)N1c1ccccc1	102	?	104
Nn1c(SCC(=O)Nc2ccc(S(N)(=O)=O)cc2)nnc1C(F)(F)F	106	?	107
NC(=O)CC(NC(=O)Cc1ccc(Br)cc1)c1ccc(NC2CCCCCC2)c([N+](=O)[O-])c1 (stereo not drawn)	104	?	100
CCOC(=O)c1c(/N=C/C2=C(O)CCCC2=O)sc2c1CCCC2	99	?	100

Looked up one by one from the list above:
SMILES	RGS8-Gao reg	RGS7-Gao	RGS4-Gao reg
O=C1CCN(Cc2ccccc2)C(=O)N1c1ccccc1	102	?	104
CCOC(=O)c1c(/N=C/c2cccc([N+](=O)[O-])c2O)sc2c1CCC2	97	?	94
CC(C)N1CCN(Cc2ccc(Sc3nncn3C)o2)CC1CCO (stereo not drawn)	104	?	105
COc1ccc(S(=O)(=O)N2CCCC(C(=O)NCc3ccc4c(c3)OCO4)C2)cc1 (stereo not drawn)	103	?	99
Nn1c(SCC(=O)Nc2ccc(S(N)(=O)=O)cc2)nnc1C(F)(F)F	106	?	107
NC(=O)CC(NC(=O)Cc1ccc(Br)cc1)c1ccc(NC2CCCCCC2)c([N+](=O)[O-])c1 (stereo not drawn)	104	?	100

Following part
SMILES	RGS8-Gao reg	RGS7-Gao	RGS4-Gao reg
NC(=O)N=Nc1c(O)[nH]c2ccc([N+](=O)[O-])cc12	102	?	99
O=C(NNc1ccc(Cl)cc1)c1sccc1Cl	98	?	93
c1ccc(-c2ccc3c(c2)NCCN3)cc1	100	?	102
Cn1ncn2c(=O)c3c(nc12)-c1ccccc1CC31CCCC1	106	?	104
CC(=O)c1ccc(S(=O)(=O)N2CCN(CC#N)CC2)cc1	103	?	99
CCn1c(O)c(N=NC(=O)C(O)c2ccccc2)c2ccccc21 (stereo not drawn)	99	?	103
CCOC(=O)C1CCCN(C(=O)c2cc(S(=O)(=O)N3CCCCC3)ccc2C)C1 (stereo not drawn)	100	?	99

Screening results deposited in PubChem by NMMLSC.
